Source: PubChem BioAssay (National Center for Advancing Translational Sciences (NCATS))
Pin1 inhibitor: qHTS Assay to Find Inhibitors of Pin1. Peptidyl-prolyl cis-trans isomerase NIMA-interacting 1 (Homo sapiens), Q13526. Pin1 FP peptide displacement, HiFluor488, 10 min. Potency, µM (titrated, usually from 115 µM), without a hit: top-dose activity, negative = inhibition, most hits filed as inhibitors. 390,000 compounds, 0.009% hits. AID 504891, 2011; active means well fitted inhibition curve with a large enough effect in the polarisation, with a control signal flat, not every such curve was filed as active; inconclusive means small, poorly fitted or top-dose-only effect, or effect the other way, or a change in a side signal; inactive means no such curve, though single readings can be large or run the other way; the % refers to the polarisation; further: potency means the concentration at half of the fitted maximal effect; on the % scale 0 is the no-effect control and ±100 the full control effect
Target sequence (Q13526 whole entry, looked up): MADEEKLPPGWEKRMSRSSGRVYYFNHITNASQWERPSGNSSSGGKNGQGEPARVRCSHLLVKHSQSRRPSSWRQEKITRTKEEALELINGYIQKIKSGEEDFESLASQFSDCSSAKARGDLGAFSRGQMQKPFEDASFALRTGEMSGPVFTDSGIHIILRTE
TrxR1 substrate: qHTS Assay for Substrates of Mammalian Selenoprotein Thioredoxin Reductase 1 (TrxR1): qHTS. purified TrxR1 substrate turnover, NADPH consumption readout. Potency, µM (titrated, usually from 114 µM), for inactives: at the highest dose activity change, negative = substrate turnover. 390,000 compounds, 0.01% hits; further: potency means the concentration at half of the fitted maximal effect; on the % scale 0 is the no-effect control and ±100 the full control effect; nearly all actives have a fitted effect of over 50% in size
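Rat TrxR1, dispensed at 90 nM, was prereduced with 400 uM NADPH (final) for 5 min at ~22 deg C, then incubated with compound 15 min before 400 uM selenite. A first-read NADPH fluorescence drop versus no-compound background flagged substrates.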
TrxR1 inh: qHTS Assay for Inhibitors of Mammalian Selenoprotein Thioredoxin Reductase 1 (TrxR1): qHTS; 390,000 compounds, 1% hits; Thioredoxin reductase 1, cytoplasmic (Rattus norvegicus), O89049; Potency, µM (doses to about 114 µM), inactives show at the top dose activity change, negative = inhibition, most hits filed as inhibitors; recombinant rTrxR1, NADPH fluorescence consumption, selenite substrate; AID 588453, 2011; further: potency means the concentration at half of the fitted maximal effect; on the % scale 0 is the no-effect control and ±100 the full control effect; nearly all actives have a fitted effect of over 65% in size
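Rat TrxR1 (90 nM in the dispensed reagent) was pre-reduced with 400 uM NADPH for 5 min at room temperature, then incubated with compound for 15 min. After 400 uM selenite was added, NADPH fluorescence (Ex 340/Em 450 nm) was followed for 8 min.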
D2 antagonist: HTS Assay for Allosteric Antagonists of the Human D2 Dopamine Receptor: Primary Screen for Antagonists | HEK293 TREx D2 cells, calcium flux, dopamine EC80 | inhibition, % at 10 µM | D(2) dopamine receptor (Homo sapiens), P14416 | 340,000 compounds, 2% hits; in the data active means inhibition above about 30%; further: 0% is about no effect
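Calcium flux kinetic readout in an inducible HEK293 TREx D2 line plated overnight at 30 C. After 180 s compound exposure, an EC80 dopamine challenge follows with another 180 s kinetic read to detect antagonism.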
TRHR PAM: qHTS for Small Molecule Agonists and Allosteric Enhancers of Human TRH Receptor: Primary Screen for Enhancers | Thyrotropin-releasing hormone receptor (Homo sapiens), P34981 | TRHR cells, fluo-8 calcium fluorescence, EC20 TRH enhancement | enhancement, % at 2 µM | 360,000 compounds, 0.66% hits | AID 493056, 2011; in the data active means enhancement above about 30%; further: 0% is about no effect
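Enhancer read-out: after compound pinning and an initial kinetic agonist-mode read, an EC20 of TRH (10 nM final) was injected and fluo-8 calcium signal (Ex 480/Em 530) followed at 1 s/cycle for 100 cycles in TRHR-expressing cells.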
USP1-UAF1 inh: Inhibitors of USP1/UAF1: Primary Screen. Potency, µM (highest dose often 57.1 µM), for inactives: at the top dose activity change, negative = inhibition, hits mostly inhibitors. AID 743255, 2014. recombinant USP1/UAF1, Ub-Rhodamine cleavage fluorescence. 390,000 compounds, 0.23% hits; further: potency means the concentration at half of the fitted maximal effect; on the % scale 0 is the no-effect control and ±100 the full control effect; nearly all actives have a fitted effect of over 60% in size; inactives centre near -12
Target sequence (O94782 whole entry, looked up): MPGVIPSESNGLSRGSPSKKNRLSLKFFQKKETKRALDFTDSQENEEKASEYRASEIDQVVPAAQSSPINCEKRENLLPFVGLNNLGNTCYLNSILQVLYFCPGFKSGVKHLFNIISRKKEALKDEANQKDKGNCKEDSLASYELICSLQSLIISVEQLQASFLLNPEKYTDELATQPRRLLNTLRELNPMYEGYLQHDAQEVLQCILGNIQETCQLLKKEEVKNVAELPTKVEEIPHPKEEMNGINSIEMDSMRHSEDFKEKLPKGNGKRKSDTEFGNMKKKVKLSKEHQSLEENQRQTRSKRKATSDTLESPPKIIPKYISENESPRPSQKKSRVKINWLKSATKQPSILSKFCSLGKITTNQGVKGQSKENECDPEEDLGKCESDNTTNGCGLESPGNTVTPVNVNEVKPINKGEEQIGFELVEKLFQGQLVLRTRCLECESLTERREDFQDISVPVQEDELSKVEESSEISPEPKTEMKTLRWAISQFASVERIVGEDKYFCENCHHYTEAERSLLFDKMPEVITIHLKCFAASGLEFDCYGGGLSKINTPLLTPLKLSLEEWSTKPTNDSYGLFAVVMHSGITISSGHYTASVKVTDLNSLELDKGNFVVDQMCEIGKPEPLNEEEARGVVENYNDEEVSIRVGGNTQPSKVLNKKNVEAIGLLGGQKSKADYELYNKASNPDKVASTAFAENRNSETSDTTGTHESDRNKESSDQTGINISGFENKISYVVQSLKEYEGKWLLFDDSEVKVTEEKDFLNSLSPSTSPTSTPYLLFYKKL
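USP1/UAF1 complex at 1 nM was preincubated with compound for 15 min at room temperature, then Ub-Rho substrate (150nM final) was added. Fluorescence (480/540 nm) was read kinetically, 6 reads every 60 seconds.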
TRHR ag: qHTS for Small Molecule Agonists and Allosteric Enhancers of Human TRH Receptor: Primary Screen for Agonists | Thyrotropin-releasing hormone receptor (Homo sapiens), P34981 | TRHR cells, calcium flux fluo-8, FDSS agonist mode | activation, % at 2 µM | 360,000 compounds, 0.18% hits; in the data active means activation above about 30%; further: 0% is about no effect
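TRHR-expressing cells, plated overnight in medium with 10% serum, were loaded with fluo-8 calcium dye at room temperature. After a 10 s baseline, library compound was pin-added and calcium release was recorded kinetically (ex 480/em 530) as agonist response.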
D2 ag: HTS Assay for Allosteric Agonists of the Human D2 Dopamine Receptor: Primary Screen for Agonists | 340,000 compounds, 0.53% hits | D(2) dopamine receptor (Homo sapiens), P14416 | HEK293 T-REx D2 cells, calcium flux agonist mode | activation, % at 2 µM | AID 485358, 2010;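 active means activation over 3 SD above normal in the single-dose calcium agonist read, cut at about 30% in these data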; further: 0% is about no effect
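In this primary screen, compounds producing a positive calcium signal within 180 s of addition to tetracycline-induced, force-coupled HEK293 Trex D2 cells are flagged; cells are dye-loaded with a no-wash calcium kit beforehand.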
IDH1 R132H inh: qHTS for Inhibitors of mutant isocitrate dehydrogenase 1 (IDH1): qHTS; Potency, µM (doses to about 76.6 µM), without a hit: at the highest dose activity change, negative = inhibition, actives largely listed as inhibitors; 390,000 compounds, 0.093% hits; IDH1-R132H enzyme, NADPH consumption, diaphorase/resazurin fluorescence; Isocitrate dehydrogenase [NADP] cytoplasmic (Homo sapiens), O75874; AID 602179, 2012; further: potency means the concentration at half of the fitted maximal effect; on the % scale 0 is the no-effect control and ±100 the full control effect; nearly all actives have a fitted effect of over 65% in size
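IDH1-R132H (0.5 ug/mL) preincubated 30 min with compound, then NADPH (0.016 mM) and alpha-KG (2 mM) added; 80 min at RT, pH 7.5. Remaining NADPH coupled via diaphorase/resazurin to fluorescence (540/590 nm); concentration-response curves normalized to no-enzyme control.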
* = called active by the depositor; ? = inconclusive; / = not tested or not shown; & = joins results of further samples; [ ] = another dose, or the depositor's remark. Unless noted, the call rests on the fitted dose curve; in most records, active means well fitted inhibition curve with a large enough effect; inconclusive means small, poorly fitted or top-dose-only effect; inactive means no such curve, though single readings can be large or run the other way. The list is partial; the hit share may differ from the screen's.

1	C[C@H](CCC(=O)O)[C@H]1CC[C@H]2[C@@H]3CC[C@@H]4C[C@H](O)CC[C@]4(C)[C@H]3C[C@H](O)[C@]12C
2	Cc1nc2ccccc2n1CCOc1ccccc1
3	CN(C(=O)C1CCN(c2ncnc3c2nc2n3CCCCC2)CC1)c1ccccc1F
4	Cc1nn(-c2ccccc2)c2sc(C(=O)n3cccn3)cc12
5	CCOC(=O)CCSc1nc(C)c2cc(OC)ccc2n1
6	CCOc1ccc(Nc2nc(N(C)c3ccccc3)nc(N)c2[N+](=O)[O-])cc1
7	CC(C)COC(=O)COc1cc(Cl)c(Cl)cc1Cl
8	COc1ccc(CCN(C)C(=O)C(CCSC)NC(=O)c2ccco2)cc1OC (stereo not given)
9	O=c1oc(-c2ccc(Cl)c(Cl)c2)nn1-c1ccc(C(F)(F)F)cn1
10	CC(=O)Nc1cc(-c2nc3ccccc3s2)ccc1C

| Assay by compound | 1 | 2 | 3 | 4 | 5 | 6 | 7 | 8 | 9 | 10 |
| --- | --- | --- | --- | --- | --- | --- | --- | --- | --- | --- |
| Pin1 inhibitor | ? | -5% | -12% | -7% | -3% | 4% | / | -1% | 0% | -2% |
| TrxR1 substrate | 8%&11%&-2% | 7% | 4% | 16% | 79%[activator] | 6%[57.1 µM] | / | 2% | 3% | 5% |
| TrxR1 inh | 26%&33%&17% | 2%[57.1 µM] | 13% | 11% | 21% | 13%[57.1 µM] | / | 17% | 27% | 3% |
| D2 antagonist | / | -2 | / | 6 | 5 | 16 | -6 | 13 | 6 | / |
| TRHR PAM | / | -2 | 7 | -3 | 1 | -6 | -1 | -2 | -6 | 5 |
| USP1-UAF1 inh | -21%&-23%&1% | -7% | -12% | -17% | -22% | -9% | / | -16% | -27% | -20% |
| TRHR ag | / | 0.3 | -0.4 | -0.3 | -0.5 | -0.2 | -0.1 | 1.0 | 0.6 | -0.3 |
| D2 ag | / | -2.0 | -0.6 | 0.0 | -0.5 | 0.4 | -0.5 | 0.3 | 0.4 | -3.9 |
| IDH1 R132H inh | 0%&-8%&21% | 1% | -10% | 3% | 7% | 2% | / | 7% | -5% | / |

11	Cc1ccc(NC(=O)c2c(C(F)(F)F)nn(C)c2SCc2ccc(Cl)cc2)cc1C
12	Cc1cccc(NC(=O)CCCC(=O)OC(C)C(=O)c2ccccc2)c1 (stereo not given)
13	CCCCCCNC(=O)c1c(O)c2cccc3c2n(c1=O)CCC3
14	Cc1ccc(NC(=O)CN(C)S(=O)(=O)c2cnc[nH]2)c(C)c1
15	Cc1ccccc1-c1nc2c(s1)CCc1onc(-c3ccc(Cl)cc3)c1-2
16	CCOC(=O)c1cc(-c2csc(Nc3ccccc3Cl)n2)on1
17	CCc1ccccc1NC(=O)CNC(=O)c1cc(C2CC2)nc2c1cnn2C(C)C
18	C=CCNC(=O)CN1CCC(NC(=O)c2ccco2)CC1
19	Cc1c(NC(=O)c2ccccc2NS(=O)(=O)c2ccc(Br)cc2)c(=O)n(-c2ccccc2)n1C
20	Cc1ccc2c(c1)C(c1ccccc1)N(C(=O)c1ccc(Br)o1)CC(=O)N2 (stereo not given)

| Assay by compound | 11 | 12 | 13 | 14 | 15 | 16 | 17 | 18 | 19 | 20 |
| --- | --- | --- | --- | --- | --- | --- | --- | --- | --- | --- |
| Pin1 inhibitor | 5% | -5% | -4% | 0% | -6% | 9% | ? | 8% | 1% | -1% |
| TrxR1 substrate | -10%[57.1 µM] | -2% | -1% | -9% | 12%[57.1 µM] | 1%[57.1 µM] | 31%[activator] | -2% | -8% | 1%[57.1 µM] |
| TrxR1 inh | -16%[57.1 µM] | 14% | 8% | -8% | 33%[57.1 µM] | 0%[57.1 µM] | 6% | 13% | -14% | -1%[57.1 µM] |
| D2 antagonist | -8 | 21 | 14 | 9 | -4 | -6 | -22 | 6 | 17 | -16 |
| TRHR PAM | -9 | 25 | 0 | -1 | 1 | -1 | -4 | -3 | 1 | 9 |
| USP1-UAF1 inh | -8% | -4% | 2% | 1% | -8% | -14% | -18% | -7% | 0% | -22% |
| TRHR ag | -0.6 | -1.5 | 0.9 | 0.7 | 0.1 | -0.9 | -0.2 | -1.1 | -1.7 | -0.7 |
| D2 ag | -0.1 | -1.1 | 0.1 | 0.3 | 0.1 | 0.1 | 0.6 | -0.8 | -0.9 | 0.6 |
| IDH1 R132H inh | -5% | -9% | 4% | -7% | -13% | 5% | 1% | 3% | 0% | -11% |

21	COc1ccc(-[n+]2c(C)cc(/C=C3\Sc4ccccc4N3C)cc2C)cc1
22	CC(Sc1n[nH]c(-c2ccccc2F)n1)C(=O)Nc1ccc(S(N)(=O)=O)cc1 (stereo not given)
23	O=C(COC(=O)c1cccc([N+](=O)[O-])c1)Nc1ncc(Br)s1
24	Cc1ccc(NS(=O)(=O)c2cc(C(=O)NCCSC3CCCCC3)ccc2C)cc1
25	Cc1c(NC(=O)/C(C#N)=C/C2CC=CCC2)c(=O)n(-c2ccccc2)n1C (stereo not given)
26	CCCOc1ccc(S(=O)(=O)n2cc(F)c(=O)[nH]c2=O)cc1
27	Cc1ccc(C(=O)Nc2cccc(NC(=O)CN3CCCCC3)c2)cc1
28	c1ccc(SCc2nc3ccccc3[nH]2)nc1
29	CC12COC3(C(=O)NCCc4ccccc4)CC1CCC32C (stereo not given)
30	Cc1ccc(SCc2nc(-c3ccncc3)no2)cc1

| Assay by compound | 21 | 22 | 23 | 24 | 25 | 26 | 27 | 28 | 29 | 30 |
| --- | --- | --- | --- | --- | --- | --- | --- | --- | --- | --- |
| Pin1 inhibitor | ? | 4% | 8% | 5% | 3% | 0% | -1% | 13% | -5% | 0% |
| TrxR1 substrate | -5% | 4% | 3%[57.1 µM] | 4%[57.1 µM] | 1% | 3% | 7%[57.1 µM] | -8%[57.1 µM] | -6% | -2% |
| TrxR1 inh | 5% | 3% | 6%[2.29 µM] | 5% | -18% | 30% | 18%[57.1 µM] | 9%[57.1 µM] | -5% | 12%[57.1 µM] |
| D2 antagonist | 48* | -2 | / | -16 | 10 | -13 | -3 | 17 | -11 | 8 |
| TRHR PAM | 66* | 5 | / | 3 | -4 | 4 | 22 | 1 | -5 | 3 |
| USP1-UAF1 inh | -9% | -2% | -8% | -21% | -21% | -13% | -6% | -20% | -15% | -24% |
| TRHR ag | 73* | 2.0 | / | -0.1 | 1.6 | -0.7 | -0.2 | 0.1 | 0.6 | -0.4 |
| D2 ag | 55* | 0.5 | / | -0.6 | -0.3 | -2.3 | -1.2 | -0.6 | 1.0 | 0.4 |
| IDH1 R132H inh | 22% | -11% | 4% | 10% | 1% | -1% | 1% | 6% | 3% | 0% |

Entries above shown as hits in TRHR ag:
| cpd | SMILES | Pin1 inhibitor | TrxR1 substrate | TrxR1 inh | D2 antagonist | TRHR PAM | USP1-UAF1 inh | TRHR ag |
| --- | --- | --- | --- | --- | --- | --- | --- | --- |
| 21 | COc1ccc(-[n+]2c(C)cc(/C=C3\Sc4ccccc4N3C)cc2C)cc1 | ? | -5% | 5% | 48* | 66* | -9% | 73* |

Going on with the list:
31	CCN(Cc1ccccc1)S(=O)(=O)c1ccccc1Br
32	Nc1sc(-c2ccccc2)n[n+]1Cc1cccc2cccnc12
33	COc1ccc(C2CC(c3ccccc3OC(C)=O)=NN2C(=O)/C=C/c2ccccc2)cc1OC (stereo not given)
34	CCOc1cc(/C=N/NC(=O)c2cc(-c3cccc(OC)c3)nc3ccccc23)ccc1O
35	CCCSc1cc(NCCOC(C)=O)c([N+](=O)[O-])c2nonc12
36	COc1ccc(CCNC(=O)c2ccc3c(SCC(=O)O)c4c(nc3c2)CCCC4)cc1OC
37	CCn1c(SCC(N)=O)nnc1-c1ccc(OC)c(OC)c1
38	O=c1c2ccccc2cnn1Cc1cccc(Br)c1
39	S=c1[nH]ncn1NCc1ccc(Cl)cc1Cl
40	Oc1c(Br)cc(Br)cc1CNc1nccs1

| Assay by compound | 31 | 32 | 33 | 34 | 35 | 36 | 37 | 38 | 39 | 40 |
| --- | --- | --- | --- | --- | --- | --- | --- | --- | --- | --- |
| Pin1 inhibitor | -10% | 8% | 16% | 1% | 0% | -5% | -3% | -1% | -8% | 6% |
| TrxR1 substrate | 6% | 6% | -10% | 0% | -10% | 5% | -7% | 0% | 5% | -3% |
| TrxR1 inh | 7% | 17% | -7% | 6% | -6% | 17% | 7% | 5% | -24% | 21% |
| D2 antagonist | / | -9 | -19 | / | -14 | 4 | -11 | 8 | 0 | -2 |
| TRHR PAM | / | -12 | 19 | / | -1 | -3 | 0 | -3 | -4 | -3 |
| USP1-UAF1 inh | -24% | -24% | -24% | -26% | -15% | -16% | 4% | -9% | -21% | -20% |
| TRHR ag | / | -0.5 | 1.0 | / | -0.4 | -0.1 | 0.9 | 1.0 | 0.0 | 1.0 |
| D2 ag | / | 0.4 | 2.4 | / | -1.9 | -0.4 | -0.3 | 1.7 | 0.6 | 0.4 |
| IDH1 R132H inh | 17% | -3% | -3% | 6% | 0% | 2% | 8% | 3% | 5% | -9% |
